# MrgX1 allo act: positive allosteric modulators of MrgX1, primary screen, HEK293 cells, Fluo-4 calcium flux; FDSS; hits give high values; Mas-related G-protein coupled receptor member X1 (Homo sapiens), Q96LB2; B-score at 10 µM; 310,000 tested, 0.63% active;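 active means plate-corrected calcium response at least 3 library SD above typical, normal starting fluorescence, not activating the receptor alone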;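 further: compound read alongside a low EC10 to EC30 dose of BAM8-22 agonist; peak minus trough fluorescence over baseline measured at the second addition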
# Target sequence (Q96LB2 whole entry, looked up): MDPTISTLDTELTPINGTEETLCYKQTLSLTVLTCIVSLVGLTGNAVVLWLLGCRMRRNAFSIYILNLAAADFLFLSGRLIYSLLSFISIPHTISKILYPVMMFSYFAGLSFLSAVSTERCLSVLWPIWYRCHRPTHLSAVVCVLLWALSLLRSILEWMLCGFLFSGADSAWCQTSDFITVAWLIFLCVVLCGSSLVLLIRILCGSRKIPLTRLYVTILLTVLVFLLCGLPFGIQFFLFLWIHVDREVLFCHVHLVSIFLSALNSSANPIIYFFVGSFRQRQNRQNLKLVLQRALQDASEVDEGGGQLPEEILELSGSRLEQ
# SKKanGAS inh: S. pyogenes SKKanGAS growth inhibitors in kanamycin, primary screen, streptokinase expression inhibitor project, SKKanGAS strain, BacTiter-Glo luminescence; 300,000 tested, 1.3% active; 6 h; inhibition, % at 7.5 µM; AID 1662, 2009;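 active means mean replicate score, as percent of positive control median, at least 50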;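 further: strain carries kanamycin resistance gene driven by streptokinase promoter and grows in 40 µg/ml kanamycin; loss of luminescence reflects streptokinase promoter inhibition or plain growth inhibition; 0% = median of DMSO wells and 100% = positive control at its reference dose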
# TRPC4 inh: inhibitors of mouse TRPC4 channel, primary screen, Fluo4 calcium, HEK293 TRPC4beta/mu-opioid cells | DAMGO-evoked Fluo4 calcium flux; hits give low values | 300,000 tested, 0.39% active | B-score at 10 µM | Short transient receptor potential channel 4 (Mus musculus), Q9QUQ5 | AID 2247, 2010;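 active means B-score over 3 SD under the library average, no early fluorescence shift, positive overall ratio signal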
#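 Assay system: HEK293 cells with stable TRPC4beta plus mu-opioid receptor expression; Probe or stimulus: DAMGO in two steps, submaximal then maximal; Dosing: single-point compound dosing; Measured by: Fluo4 calcium-dye fluorescence, kinetic read; Read-out basis: B score from integrated Fluo4 fluorescence ratio.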
# TRPC6 inhibitor: mouse TRPC6 channel inhibitors, primary screen, cell-based, HEK293, membrane potential dye. ACh-evoked depolarization; hits give low values. B-score at 10 µM. 310,000 tested, 1.1% active. AID 2553, 2010;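 active means B-score under library mean minus 3 SD, initial fluorescence not abnormally high, positive integrated signal ratio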;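 further: B-score derived from integrated fluorescence ratio over the kinetic read; more negative B-score means stronger inhibition of depolarization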
# Platelet DG rel: inhibitors of platelet dense granule secretion, primary screen, cell-based, MLPCN, human platelets; human platelet-rich plasma, SFLLRN dense granule ATP release, luminescence; inhibition, %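 (compounds screened at 7.5 µM in platelet-rich plasma)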; 300,000 tested, 0.22% active; AID 1663, 2009;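 active means mean replicate score, as percent of positive control, at or above 50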
# HIF act: HIF pathway transcriptional activators, primary screen, cell-based, U2OS HRE-luciferase, luminescence. U2OS HRE-luciferase reporter; normalized: DMSO 0%, desferrioxamine 100%. AID 1910, 2009. 300,000 tested, 0.32% active. activation, % at 7.5 µM (by protocol);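 active means mean activation of at least 10% of the iron chelator positive control signal, with at least half of replicates also reaching 10%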
# MrgX1 agonist: agonists of human MrgX1 receptor, primary screen, HEK293 cells, Fluo-4 calcium flux; Mas-related G-protein coupled receptor member X1 (Homo sapiens), Q96LB2; Fluo-4 calcium fluorescence, agonist mode; hits give high values; B-score at 10 µM; 310,000 tested, 0.44% active; AID 588627, 2011;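 active means calcium response B-score plate-corrected fluorescence ratio at least 3 library SD, with starting fluorescence B-score inside 5 SD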
#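 Material – MrgX1-expressing HEK293 cells · Input – 15,000 cells seeded per well · Dosing – compound as first of three additions · Times – overnight seeding, then 1 h dark dye loading · Measured by – kinetic Fluo-4 NW fluorescence of intracellular calcium · Read-out – B-scored fluorescence response ratio · Benchmarks – positive and negative control wells on each plate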
# MrgX1 antag: antagonists of human MrgX1 receptor, primary screen, HEK293 cells, Fluo-4 calcium flux; B-score at 10 µM; 310,000 tested, 1.3% active; Mas-related G-protein coupled receptor member X1 (Homo sapiens), Q96LB2; BAM8-22 antagonism; hits give low values;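 active means calcium-response B-score plate-corrected more than 3 library SD below zero, starting fluorescence within 5 deviations, no agonist response on first addition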;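 further: peak minus trough fluorescence over baseline after final BAM8-22 challenge near maximal dose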
# RGS4 act: RGS4 potentiators or activators, primary screen, cell-based, HEK293 M3R inducible RGS4, calcium flux | carbachol calcium flux Fluo4; hits give low values | B-score at 10 µM | 310,000 tested, 0.92% active | AID 463111, 2010;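 active means B-score of the integrated calcium signal more than 4 SD below the library mean, with starting fluorescence not abnormally high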;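 further: negative B-score means reduced calcium response which marks RGS4 activation or potentiation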
#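 Material: M3R-expressing HEK293 line, RGS4 induced by doxycycline | Schedule: Overnight RGS4 induction, 30 min dye load 37 °C, 20 min compound RT | Measured by: Fluo4 fluorescence kinetic imaging of calcium | Read-out: Integrated calcium ratio converted to B score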
# TRPC6 activator: mouse TRPC6 channel activators, primary screen, cell-based, HEK293, membrane potential dye; Short transient receptor potential channel 6 (Mus musculus), Q61143; B-score at 10 µM; HEK293-TRPC6 membrane potential dye fluorescence; hits give high values; 310,000 tested, 0.13% active;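 active means B-score of the integrated fluorescence ratio above library mean plus 3 SD, and starting fluorescence ratio within library mean plus 5 SD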;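 further: higher score means more depolarization so channel activation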
# RGS4 inh: RGS4 inhibitors, primary screen, cell-based, HEK293 M3R inducible RGS4, calcium flux | B-score at 10 µM | Regulator of G-protein signaling 4 (Homo sapiens), P49798 | Fluo-4 calcium flux; hits give high values; triggered by carbachol at its EC20 | 310,000 tested, 0.45% active;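 active means B-score, a plate-corrected calcium signal, over three deviations above library mean, with baseline fluorescence within five deviations of library mean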;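 further: RGS4 expression induced by doxycycline in cells with stable M3 receptor; B-score is computed from the integrated fluorescence ratio over baseline after carbachol; higher B-score means a larger calcium signal and so more RGS4 inhibition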
# Target sequence (P49798 whole entry, looked up): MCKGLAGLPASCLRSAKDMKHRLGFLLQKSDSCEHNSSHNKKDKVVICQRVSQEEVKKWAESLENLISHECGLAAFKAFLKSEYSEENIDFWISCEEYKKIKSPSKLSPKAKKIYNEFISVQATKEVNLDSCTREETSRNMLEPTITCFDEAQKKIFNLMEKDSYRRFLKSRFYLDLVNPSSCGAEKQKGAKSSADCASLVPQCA
# Active calls of the source: *; i = inactive; x = no result given. Hits appear at their usual frequency; 6.1% or so of the library scored in one or more.
smiles	SKKanGAS inh	HIF act	RGS4 act	TRPC4 inh	Platelet DG rel	TRPC6 inhibitor	RGS4 inh	MrgX1 agonist	MrgX1 allo act	TRPC6 activator	MrgX1 antag
CCCC(=O)c1cc(F)c(N2CCN(C(=O)OCC)CC2)cc1C	-3.1	0.3	i	i	8.8	i	i	i	i	i	i
CS(=O)(=O)N(CC(=O)N1CCN(c2ccccc2)CC1)c1ccc(Cl)c(C(F)(F)F)c1	-0.7	0.2	i	i	-11.1	i	i	i	i	i	i
COc1cc(NC(=O)C/C(C)=N/NC(=O)C(=O)NCCO)c(OC)cc1Cl	0.4	0.1	i	i	18.6	i	i	i	i	i	i
O=C(NCc1ccc2c(c1)OCO2)c1cccs1	-1.3	0.5	i	i	1.0	i	i	i	i	i	i
O=C(/C=C/c1ccccc1)N/C(=C/c1ccccc1)C(=O)N1CCCCC1	-2.4	-0.9	i	i	5.1	i	i	i	i	i	i
Cc1cccc(-c2nc(CS(=O)CC(=O)NCC3CCCO3)c(C)o2)c1 (configuration not stated)	-0.7	0.1	i	i	-41.5	i	i	i	i	i	i
Nc1ccc2nc3n(c(=O)c2c1)CCC3	13.6	-0.3	i	i	-12.5	i	i	i	i	i	i
CCCOc1ccc(N2C(=O)CC(NCCCN3CCC(C(N)=O)CC3)C2=O)cc1 (configuration not stated)	3.6	-1.6	i	i	0.0	i	i	i	i	i	i
Cc1ncc(CO)c2cc(C(=O)Nc3cccc(F)c3)c(=Nc3cccc(C(N)=O)c3)oc12	20.6	-20.0	i	i	4.1	i	i	i	i	i	i
Cc1ccc(O)c(NC(=O)C2CCCCC2)c1	-2.6	1.1	i	i	2.9	i	i	i	i	i	i
CC(C)NC(=O)Cn1nnc(-c2cccc(NC(=O)c3ccccc3F)c2)n1	0.4	-27.8	i	i	-2.0	i	i	i	i	i	i
CCCC(=O)N(CCc1ccccc1)Cc1nc2ccccc2c(=O)[nH]1	2.0	-0.9	i	i	-4.3	i	i	i	i	i	i
CN1C(=O)c2cccc3c(S(=O)(=O)Nc4ccc(O)c(C(=O)O)c4)ccc1c23	4.0	0.6	i	i	-0.3	i	i	i	i	i	i
CCCNC(=S)N(Cc1cc2cc(C)ccc2n2nnnc12)CC(C)(C)CN(C)C	-1.8	0.3	i	i	0.9	i	i	i	i	i	i
COCCn1c(=O)[nH]c2cc(C(=O)NCCN3CCN(c4cccc(Cl)c4)CC3)ccc2c1=O	-5.1	-2.1	i	i	4.3	i	i	i	i	i	i
Cc1cc(C)cc(OCC(=O)NC2=NCCS2)c1	0.7	0.2	i	i	2.9	i	i	i	i	i	i
COc1ccccc1C(=O)COC(=O)c1cc(S(=O)(=O)N2CCCCC2)ccc1N1CCOCC1	-2.9	-0.2	i	i	-4.7	i	i	i	i	i	i
Cc1ccc(C(=O)N(CC(C)C)c2nc3ccccc3s2)o1	36.3	0.1	i	i	0.4	i	i	i	i	i	i
O=C(O)C1C2C=CC(C2)C1C(=O)Nc1cccc(C(F)(F)F)c1 (configuration not stated)	-2.8	1.9	i	i	2.6	i	i	i	i	i	i
CC1(c2cccc(Br)c2)NC(=O)N(CC(=O)Nc2cccnc2Cl)C1=O (configuration not stated)	-5.4	0.0	i	i	-28.4	i	i	i	i	i	i
CCN(CC)C(=O)Cn1c(=O)c2ccccc2n2c(=S)sc(-c3cccc(C)c3)c12	4.5	1.9	i	i	19.3	i	i	i	i	i	i
CC(=O)CSc1nsc(SCC(C)=O)c1C#N	8.1	-0.3	i	i	4.9	i	i	i	i	i	i
CCOC(=O)/C(C#N)=C\c1ccc(OCC(=O)Nc2ccc(C)cc2C)c(OC)c1	10.4	-0.9	i	i	2.4	i	i	i	i	i	i
Oc1ccc(-n2cccc2/C=N/n2cnnc2)cc1	14.5	-0.2	i	i	0.6	i	i	i	i	i	i
Cc1cccc(NC(=O)c2ccc(S(=O)(=O)N3CCCCCC3)cc2)n1	3.7	1.0	i	i	7.3	i	i	i	i	i	i
COc1ccc(-c2csc(NC(=O)c3ccccc3S(C)(=O)=O)n2)cc1	-0.4	-0.4	i	i	6.8	i	i	i	i	i	i
O=C1c2[nH]nc(-c3ccccc3O)c2C(c2ccccc2)N1Cc1ccco1 (configuration not stated)	8.5	-1.2	i	i	-7.4	i	11.7*	i	i	i	i
CCN(C(=O)Cn1c(=O)n(Cc2ccccc2)c(=O)c2ccccc21)c1cccc(C)c1	-7.3	-0.1	i	i	-7.9	i	i	i	i	i	i
O=S(=O)(NCc1ccccc1)c1ccc(S(=O)(=O)NCC2CCCO2)cc1 (configuration not stated)	-0.4	-0.1	i	i	-3.0	i	i	i	i	i	i
COC(=O)N1C(=O)[C@](c2ccccc2)(C(C)C)N1C(=O)OC	-0.8	0.0	i	i	-7.8	i	i	i	i	i	i
COC(=O)C1OC2(OC1C(=O)OC)c1ccccc1-c1ccccc12 (configuration not stated)	-2.4	0.1	i	i	-8.8	i	i	i	i	i	i
Cc1cc2ncc(-c3cccs3)nc2cc1C	14.8	-0.1	i	i	29.0	i	i	i	i	i	i
CC(=O)c1ccc(NC(=O)CCc2c(C)nc3ncnn3c2C)cc1	1.1	1.6	i	i	3.4	i	i	x	x	i	x
O=C(c1cccc2ccccc12)N1CCCCC1	0.8	-1.1	i	i	-4.4	i	i	i	i	i	i
CCc1ccc(N2C(=O)C3ON(c4ccccc4)C(c4ccco4)C3C2=O)cc1 (configuration not stated)	-2.0	0.1	i	i	6.7	i	i	i	i	i	i
CC1CC(C)CN(S(=O)(=O)c2cc3c4c(c2)CCN4C(=O)CC3)C1 (configuration not stated)	4.7	0.6	i	i	9.6	i	i	i	i	i	i
Cc1ccsc1C(=O)OCC(=O)N1CCN(C(=O)c2ccco2)CC1	6.6	-0.1	i	i	-3.9	i	i	i	i	i	i
O=C(C1CCN(Cc2ccc(F)cc2)CC1)N(CCc1ccccc1)Cc1ccccc1	-2.4	0.0	i	i	4.2	i	i	i	i	i	i
CCc1cc2c(=O)c(-c3nc4ccccc4n3C)coc2c(CN2CCCC(C)C2)c1O (configuration not stated)	-0.6	2.0	i	i	7.4	i	i	i	i	i	i
NC(=O)c1cc2ccccc2o/c1=N\NC(=O)c1ccccc1O	33.7	2.2	i	i	-1.4	i	i	i	i	i	i
Cc1cc(C)c2nc(NC(=O)c3ccc([N+](=O)[O-])o3)sc2c1	2.0	-5.0	i	i	-0.6	i	i	i	i	i	i
Cn1cc2c(=O)n(/N=C/c3ccccc3)cnc2n1	2.3	0.0	i	i	19.6	i	i	i	i	i	i
COc1ccccc1-n1c(SC)nc(O)cc1=O	0.4	-0.3	i	i	-1.4	i	i	i	i	i	i
COc1cc(Br)cc2cc(C(=O)N3CCN(c4ccccn4)CC3)c(=O)oc12	-17.2	-0.1	i	i	-12.0	i	i	i	i	i	i
O=C(CSCc1ccc(F)cc1)NCc1ccc2c(c1)OCO2	-5.2	0.1	i	i	-0.9	i	i	i	i	i	i
O=c1c2cc(-c3ccccc3)sc2nc2n1N=C(c1ccccc1)CS2	5.6	1.0	i	i	1.6	i	i	i	i	i	i
N#CC(C(=O)C1CCCCC1)c1nc2ccccc2[nH]1 (configuration not stated)	-3.8	0.5	i	i	-2.3	i	i	i	i	i	i
O=C(Nc1cccc(Cl)c1N1CCCCC1)c1ccc2c(c1)OCCO2	62.0*	-1.7	i	i	-0.5	i	i	i	i	i	i
CCOC(=O)c1ccc(NC(=O)c2cccc(S(=O)(=O)N3CCN(C(C)=O)CC3)c2)cc1	0.2	-0.8	i	i	-1.1	i	i	i	i	i	i
Nn1c(SCC(=O)Nc2cccc(F)c2)nnc1C1CCCCC1	x	-0.2	i	i	-9.5	i	i	i	i	i	i
CCC1(c2ccc(F)cc2)NC(=O)N(CC(=O)N2CC(=O)Nc3ccccc32)C1=O (configuration not stated)	-6.0	-1.0	i	i	7.3	i	i	i	i	i	i
CCOc1ccccc1Nc1nnc(SC(C)C(=O)Nc2nc(-c3ccccc3)cs2)s1 (configuration not stated)	1.2	0.2	i	i	-8.0	i	i	i	i	i	i
CCNC(=O)c1nc[nH]c1C(=O)NCC	0.2	-0.4	i	i	-9.0	i	i	i	i	i	i
Clc1c(CSc2nc3ccccc3o2)nc2ccccn12	24.4	-0.9	i	i	x	i	i	i	i	i	i
Cc1ccc(C(=O)N(C)c2nnc(-c3ccncc3)s2)cc1	4.5	3.5	i	i	-2.6	i	i	i	i	i	i
CCOCCn1cnc2sc(C(=O)Nc3nc(C)c(C(=O)OCC)s3)c(C)c2c1=O	x	x	i	i	x	i	i	i	i	i	i
CCn1c(SCC(=O)Nc2cc(NC(C)=O)ccc2OC)nnc1-c1ccccn1	-0.7	-0.2	i	i	-0.5	i	i	i	i	i	i
COc1cc(CO)c(Br)cc1OCC(=O)Nc1ccccc1C	5.6	0.3	i	i	2.2	i	i	i	i	i	i
COc1ccccc1N1CCN(S(=O)(=O)c2ccc3c(c2)NC(=O)C(C)S3)CC1 (configuration not stated)	3.3	0.1	i	i	8.4	i	i	i	i	i	i
COc1ccc(C(=O)N/C(=C/c2cccs2)c2nc3ccccc3[nH]2)cc1OC	-8.0	0.1	i	i	10.6	i	i	i	i	i	i
COc1ccccc1NS(=O)(=O)c1cc(N)ccc1N1CCCCC1	5.7	-0.3	i	i	0.8	i	i	i	i	i	i
